SKKanGAS inh: S. pyogenes SKKanGAS growth inhibitors in kanamycin, primary screen, streptokinase expression inhibitor project, SKKanGAS strain, BacTiter-Glo luminescence; 6 h; inhibition, % at 7.5 µM; actives 1.3% (n = 300,000); AID 1662, 2009;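 active = mean replicate score, as percent of positive control median, at least 50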;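 note: strain carries kanamycin resistance gene driven by streptokinase promoter and grows in 40 µg/ml kanamycin; loss of luminescence reflects streptokinase promoter inhibition or plain growth inhibition; 0% = median of DMSO wells and 100% = positive control at its reference dose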
TRPC4 inh: inhibitors of mouse TRPC4 channel, primary screen, Fluo4 calcium, HEK293 TRPC4beta/mu-opioid cells | Short transient receptor potential channel 4 (Mus musculus), Q9QUQ5 | DAMGO-evoked Fluo4 calcium flux; hits give low values | B-score at 10 µM | actives 0.39% (n = 300,000);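 active = B-score over 3 SD under the library average, no early fluorescence shift, positive overall ratio signal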
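Assay system – HEK293 line stably carrying TRPC4beta and mu-opioid receptor · Doses – single dose · Detection – Fluo4 calcium-dye fluorescence, kinetic read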
TRPC6 inh: mouse TRPC6 channel inhibitors, primary screen, cell-based, HEK293, membrane potential dye; ACh-evoked depolarization; hits give low values; Short transient receptor potential channel 6 (Mus musculus), Q61143; B-score at 10 µM; actives 1.1% (n = 310,000); AID 2553, 2010;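 active = B-score under library mean minus 3 SD, initial fluorescence not abnormally high, positive integrated signal ratio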;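 note: B-score derived from integrated fluorescence ratio over the kinetic read; more negative B-score means stronger inhibition of depolarization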
ANO1 activ: TMEM16A chloride channel activators or potentiators, primary screen, cell-based, HTS | Anoctamin-1 (Mus musculus), Q8BHY3 | HEK293 TMEM16A/YFP-H148Q/I152L, iodide quench fluorescence; hits give low values | B-score at 10 µM | actives 0.3% (n = 340,000) | AID 623877, 2012;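 active = fluorescence-ratio B-score plate-corrected deviation score at least 3 library SD below zero, with starting fluorescence score within 5 deviations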;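 note: channel opened by trigger with iodide after compound preincubation; score built on the fluorescence ratio of max minus min over baseline; more negative score means more quench and so TMEM16A activation or potentiation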
TRPC4 PAM: positive allosteric modulators of TRPC4, primary screen, cell-based, mouse TRPC4beta, HEK293 mu-opioid, Fluo-4 calcium; Short transient receptor potential channel 4 (Mus musculus), Q9QUQ5; DAMGO EC20, Fluo-4 Ca2+ flux; hits give high values; B-score at 10 µM; actives 0.42% (n = 310,000); AID 2227, 2009;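 active = B-score of calcium response area above 5 SD of library B-scores, with initial fluorescence ratio within 5 SD of library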;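 note: B-score of integrated fluorescence ratio over time as area under calcium response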
TRPC4 act: activators of mouse TRPC4 channel, primary screen, Fluo4 calcium, HEK293 TRPC4beta/mu-opioid cells; Fluo4 calcium fluorescence; hits give high values; Short transient receptor potential channel 4 (Mus musculus), Q9QUQ5; actives 0.49% (n = 310,000); B-score at 10 µM;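 active = B-score above 5 SD of library B-scores, and initial fluorescence ratio not above library mean plus 5 SD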;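 note: positive B-score marks a calcium rise read as TRPC4 activation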
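System – HEK293 cells stably co-expressing mouse TRPC4beta and mu-opioid receptor · Signal – Fluo4 calcium-sensitive dye fluorescence, kinetic, 1 Hz baseline · Benchmarks – buffer (low) and maximal DAMGO (high) · Read-out – B score of integrated fluorescence ratio per well · Incubation – dye loading 45 min room temperature, 110 s kinetic read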
TMEM16A inh: TMEM16A chloride channel inhibitors, primary screen, cell-based, HTS; Anoctamin-1 (Mus musculus), Q8BHY3; HEK293 TMEM16A/YFP iodide influx fluorescence, ionomycin; normalized B-score (activity score, 25-100; higher = stronger inhibition) at 10 µM; actives 1.2% (n = 310,000); AID 588511, 2011;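 active = ratio plate-corrected score three or more library SD toward inhibition, starting fluorescence score within five deviations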;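 note: score derived from kinetic fluorescence span divided by baseline fluorescence per well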
MrgX1 PAM: positive allosteric modulators of MrgX1, primary screen, HEK293 cells, Fluo-4 calcium flux; FDSS; hits give high values; B-score at 10 µM; AID 588675, 2011; actives 0.63% (n = 310,000); Mas-related G-protein coupled receptor member X1 (Homo sapiens), Q96LB2;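 active = plate-corrected calcium response at least 3 library SD above typical, normal starting fluorescence, not activating the receptor alone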;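 note: compound read alongside a low EC10 to EC30 dose of BAM8-22 agonist; peak minus trough fluorescence over baseline measured at the second addition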
Target sequence (Q96LB2 whole entry, looked up): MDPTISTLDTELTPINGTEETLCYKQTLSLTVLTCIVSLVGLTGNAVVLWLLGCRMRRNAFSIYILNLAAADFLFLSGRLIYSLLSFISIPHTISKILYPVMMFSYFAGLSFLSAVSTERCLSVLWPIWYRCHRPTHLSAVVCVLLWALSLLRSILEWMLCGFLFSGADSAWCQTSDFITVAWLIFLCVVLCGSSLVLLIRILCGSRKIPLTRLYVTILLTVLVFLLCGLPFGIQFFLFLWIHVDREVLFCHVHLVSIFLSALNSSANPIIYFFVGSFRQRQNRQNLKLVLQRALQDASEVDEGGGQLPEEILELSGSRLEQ
TRPC6 activator: mouse TRPC6 channel activators, primary screen, cell-based, HEK293, membrane potential dye; Short transient receptor potential channel 6 (Mus musculus), Q61143; HEK293-TRPC6 membrane potential dye fluorescence; hits give high values; B-score at 10 µM; actives 0.13% (n = 310,000);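 active = B-score of the integrated fluorescence ratio above library mean plus 3 SD, and starting fluorescence ratio within library mean plus 5 SD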;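 note: higher score means more depolarization so channel activation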
MrgX1 ag: agonists of human MrgX1 receptor, primary screen, HEK293 cells, Fluo-4 calcium flux. Mas-related G-protein coupled receptor member X1 (Homo sapiens), Q96LB2. Fluo-4 calcium fluorescence, agonist mode; hits give high values. B-score at 10 µM. actives 0.44% (n = 310,000);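 active = calcium response B-score plate-corrected fluorescence ratio at least 3 library SD, with starting fluorescence B-score inside 5 SD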
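Test system: HEK293 cells stably expressing human MrgX1 receptor; amount: 15,000 cells per well; doses: compound delivered in addition one of three; times: overnight plating before 1 h dye loading; detection: Fluo-4 NW calcium-flux fluorescence, kinetic read; read-out basis: B-scored fluorescence response ratio; controls: positive and negative controls per plate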
MrgX1 antag: antagonists of human MrgX1 receptor, primary screen, HEK293 cells, Fluo-4 calcium flux. BAM8-22 antagonism; hits give low values. B-score at 10 µM. actives 1.3% (n = 310,000). AID 588676, 2011;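 active = calcium-response B-score plate-corrected more than 3 library SD below zero, starting fluorescence within 5 deviations, no agonist response on first addition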;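 note: peak minus trough fluorescence over baseline after final BAM8-22 challenge near maximal dose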
Numbers without * were called inactive; i = inactive; / = no result given.

Every second line gives: SKKanGAS inh	MrgX1 antag	MrgX1 ag	MrgX1 PAM	TRPC6 activator	TMEM16A inh	TRPC4 act	ANO1 activ	TRPC6 inh	TRPC4 PAM	TRPC4 inh
> Cc1ccc(C)c(C(=O)Nc2ccncc2)c1
    -5	i	i	i	i	i	i	i	i	i	i
> COc1cc(OC)c(C(=O)O/N=C(\N)c2ccc(C)cc2)cc1OC
    -1	i	i	i	i	i	i	i	i	i	i
> N#Cc1c(N)nc2c(c1-c1ccc(F)cc1)c(=O)nc1sccn12
    -1	i	i	i	i	i	i	i	i	i	i
> CSc1ccc(S(=O)(=O)NCC(=O)OCC(=O)NCCc2ccccc2)cc1[N+](=O)[O-]
    1	i	i	i	i	i	i	i	i	i	i
> Cc1ccc(Nc2ccc([N+](=O)[O-])ccc2=O)cc1
    -4	i	i	i	i	i	i	i	i	i	i
> COc1ccc(C(=O)NNC(=O)Cn2nnc(-c3ccc(OC)c(OC)c3)n2)cc1
    1	i	i	i	i	i	i	i	i	i	i
> Cc1ccc(NC(=O)OCC(F)(F)C(F)F)cc1NC(=O)OCC(F)(F)C(F)F
    5	i	i	i	i	i	i	i	i	i	i
> Cc1cc(=O)oc2cc(OCC(=O)NCc3cccnc3)ccc12
    7	i	i	i	i	i	i	i	i	i	i
> C=CCOc1cccc(CNn2nnnc2N)c1
    -4	i	i	i	i	i	i	i	i	i	i
> CCOc1ccc2nc(NC(NC(=O)CC)(C(=O)OC)C(F)(F)F)sc2c1 (configuration not stated)
    0	i	i	i	i	i	i	i	i	i	i
> COC(=O)[C@H](CCSC)NC(=O)[C@@H](Cc1cnc[nH]1)NC(=O)OCc1ccccc1
    -2	i	i	i	i	i	i	i	i	i	i
> Cc1ccc(CNC(=O)CNC(=O)c2ccc(Br)o2)cc1
    0	i	i	i	i	i	i	i	i	i	i
> Cc1cc2ccccc2n1CCNC(=O)c1ccc(Br)o1
    3	i	i	i	i	i	i	i	i	i	i
> COc1ccnc(N=CNOCc2ccc(Cl)cc2)c1C#N
    -8	i	i	i	i	i	i	i	i	i	i
> CCc1ccc(OCC(=O)NC(NC(=S)Nc2ccc(Cl)cc2)C(Cl)(Cl)Cl)cc1 (configuration not stated)
    18	i	i	i	i	i	i	i	i	i	i
> CC(=O)c1ccccc1OCCCN1CCCCC1
    -1	i	i	i	/	i	/	i	/	/	/
> O=c1oc2ccccc2nc1/C=C(\O)c1ccc(Br)cc1
    -8	i	i	i	i	i	i	i	i	i	i
> O=C(CSc1ncccc1C(=O)O)c1ccccc1F
    7	i	i	i	i	i	i	i	i	i	i
> CCC1CC(C(=O)Nc2ccccc2)C(=O)O1 (configuration not stated)
    -3	i	i	i	i	i	i	i	i	i	i
> C(=Nc1ccc(Nc2ccccc2)cc1)c1ccc2ccccc2c1
    /	i	i	i	/	i	/	i	/	/	/
> O=Cc1cnc2ccccc2c1-c1ccccc1
    -5	i	i	i	i	i	i	i	i	i	i
> O=C(Cn1cnc2sc3c(c2c1=O)CCCC3)NCC(=O)Nc1ccc(F)cc1F
    -6	i	i	i	i	i	i	i	i	i	i
> CCOC(=O)CC1C(=O)NCCN1Cc1cccc(C(F)(F)F)c1 (configuration not stated)
    -2	-4.7*	i	i	i	i	i	i	i	i	i
> COc1ccccc1C(=O)N1CCN=C1c1ccccc1
    -1	i	i	i	i	i	i	i	i	i	i
> C=CCOc1ccc2c(c1)C(=NO)c1cc(OCC=C)ccc1-2
    -37	i	i	i	i	i	i	i	i	i	i
> O=C(c1ccccc1NS(=O)(=O)c1ccccc1[N+](=O)[O-])N1CCCC1
    1	i	i	i	i	i	i	i	i	i	i
> CCOC(=O)C1CCN(CCC(=O)Nc2cccc(C)c2)CC1
    -5	i	i	i	i	i	i	i	i	i	i
> O=C(COc1coc(CN2CCN(c3ccccc3)CC2)cc1=O)Nc1cccc(F)c1
    4	i	i	i	i	i	i	i	i	i	i
> O=C(CSc1ncnc2sc(-c3ccccc3)cc12)NC1CCS(=O)(=O)C1 (configuration not stated)
    9	i	i	i	i	i	i	i	i	i	i
> O=C(NCCCN1CCOCC1)c1ccc(CS(=O)(=O)Cc2ccccc2Cl)o1
    -10	i	i	i	i	i	i	i	i	i	i
> Cc1ccc(S(=O)(=O)Nc2c(Cl)c(Cl)c(O)c3ccccc23)cc1
    16	i	i	i	i	i	i	/	i	i	i
> CCc1ccc(OCCn2ccnc2)cc1
    3	i	i	i	i	i	i	i	i	i	i
> COc1ccc(C(=O)OCC(=O)NC(C)CCc2ccccc2)cc1OC (configuration not stated)
    -3	i	i	i	i	i	i	i	i	i	i
> C=CCc1c(C)[nH]c2ccc(C)cc2c1=O
    3	i	i	i	i	i	i	i	i	i	i
> C/C=C(\C)C(=O)NCCN1C2=NC[C@H](Cc3ccc(O)cc3)N2C[C@H]1Cc1ccc(O)cc1
    4	i	i	i	i	i	i	i	i	i	i
> COC(=O)c1ccccc1NC(=O)N1CCN(c2ccc(OC)cc2)CC1
    -11	i	i	i	i	i	i	i	i	i	i
> CC(=O)Nc1cccc(Oc2ncnc3scc(-c4ccccc4)c23)c1
    1	i	i	i	i	i	i	i	i	i	i
> CCCC(=O)Nc1ccc(C(=O)NNC(=O)c2cccs2)cc1
    -1	i	i	i	i	i	i	i	i	i	i
> COc1ccc(CCN(Cc2cccs2)S(=O)(=O)c2ccc(-n3cnnn3)cc2)cc1OC
    /	i	i	i	/	i	/	i	/	/	/
> O=C(N/N=C/c1cc(Br)ccc1O)C(c1ccncc1)N1CCOCC1 (configuration not stated)
    20	i	i	i	i	i	i	i	i	i	i
> CC(=O)N1CCN(S(=O)(=O)c2cccc(C(=O)NNC(=O)COc3ccc(Cl)cc3C)c2)CC1
    -1	i	i	i	i	i	i	i	i	i	i
> CCNC(=O)COC(=O)c1cc(=O)[nH]c2ccccc12
    -4	i	i	i	i	i	i	i	i	i	/
> Cc1c(C(=O)OCC(=O)Nc2ccc(C(N)=O)cc2)cccc1[N+](=O)[O-]
    -12	i	i	i	i	i	i	i	i	i	i
> O=C(NNC(=S)Nc1ccc(Br)cc1)c1cccnc1
    21	i	i	i	i	i	i	i	i	i	i
> CCOc1cc(/C=N/NC(=O)c2ccccn2)ccc1OC(=O)c1cccs1
    0	i	i	i	i	i	i	i	i	i	i
> O=C(Nc1ccc(N2CCN(C(=O)c3ccccc3)CC2)c(Cl)c1)c1ncn[nH]1
    8	i	i	i	i	i	i	i	i	i	i
> CC12CCCCN1CCCc1c2[nH]c2ccccc12 (configuration not stated)
    -1	i	i	i	i	i	91*	i	i	i	i
> COc1ccc(CNC(=O)[C@H](C)NC(=O)C2CCN(C(=O)[C@@H](N)CCSC)CC2)cc1
    -1	i	i	i	i	i	i	i	i	i	i
> CCNc1nc(NCC)n2c(SC(C(=O)Nc3cc(Cl)cc(Cl)c3)c3ccccc3)nnc2n1 (configuration not stated)
    18	i	i	i	i	i	i	i	i	i	i
> CCOc1ccc(OCCSc2nc(-c3ccccc3)cc(=O)[nH]2)cc1
    1	i	i	i	i	i	i	i	i	i	i
> Cc1nn(-c2ccc(Cl)cc2)c2sc(C(=O)N3CCN(c4ccccn4)CC3)cc12
    7	i	i	i	i	i	i	i	i	i	i
> COc1ccc(OC)c2[nH]c(=O)c(CCNC(=O)c3ccc(S(=O)(=O)N4CCCC4)cc3)cc12
    0	i	i	i	i	i	i	i	i	i	i
> O=C(C(=O)N1CCCCC1)c1cn(CC(=O)N2CCCCCC2)c2ccccc12
    -1	i	i	i	i	i	i	i	i	i	i
> CCN(CC)S(=O)(=O)c1ccc(NC(=O)COC(=O)CCc2cc(OC)c(OC)c(OC)c2)cc1
    -4	i	i	i	i	i	i	i	i	i	i
> CN(Cc1ccc(Br)cc1)CC(O)COc1cccc(Br)c1 (configuration not stated)
    -5	i	i	i	i	i	i	i	i	i	i
> CCC1CCc2c(sc(NC(=O)c3ccco3)c2C(N)=O)C1 (configuration not stated)
    -2	i	i	i	i	i	i	i	i	i	i
> O=S(=O)(c1ccc(Br)s1)n1cccn1
    4	i	i	i	i	i	i	i	i	i	i
> Cc1ccc(OCCC(=O)Nc2ccc(S(=O)(=O)Nc3cc(C)nc(C)n3)cc2)cc1
    -10	i	i	i	i	i	i	i	i	i	i
> Cc1cccc(Cn2c(C)c(C)c3cc(C(=O)NCCN4CCOCC4)ccc32)c1
    -7	i	i	i	i	i	i	i	i	i	i
> OC(CN1CCN(c2ccccn2)CC1)Cn1c2ccc(Cl)cc2c2cc(Cl)ccc21 (configuration not stated)
    43	i	i	i	i	i	i	i	i	i	i
> CC(C)CC(N)C(=O)OCc1ccc([N+](=O)[O-])cc1 (configuration not stated)
    -1	i	i	i	i	i	i	i	i	i	i
> CCOC(=O)[C@H]1[C@H]2COc3cc(OC)ccc3[C@@H]2N2C(=O)c3cc(F)c(F)cc3NC(=O)[C@@]12C
    /	i	i	i	/	i	/	i	/	/	/

Compound activity: PubChem, several laboratories

Outcome played no part in choosing rows; 6.7% or so of the library scored in one or more.
